# Assay outcomes: PubChem BioAssay, NMMLSC
# HRas wt GTP bind = human HRas wildtype GTP binding, change in either direction | actives 0.14% (n = 190,000) | GTP binding activity, % at 10 µM | AID 759 | GST-Ras wt beads, Bodipy-FL-GTP binding, flow cytometry; actives lie on both sides | P01112;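 active = GTP binding activity at least 20% away from the 100% baseline, either lowered as inhibitor or raised as activator; inconclusive = flagged as likely green fluorescent, judged across all proteins in the well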;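 also: 0% = unlabeled GTP competition control and 100% = no-compound control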
# Target sequence (P01112 whole entry, looked up): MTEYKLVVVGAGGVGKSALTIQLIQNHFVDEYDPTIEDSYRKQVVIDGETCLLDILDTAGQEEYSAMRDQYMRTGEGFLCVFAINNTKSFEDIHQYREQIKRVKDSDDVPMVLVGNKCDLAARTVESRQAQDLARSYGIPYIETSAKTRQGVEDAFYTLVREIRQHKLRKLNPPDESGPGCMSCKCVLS
# Rab2 wt GTP = changes GTP binding to wildtype dog Rab2A, up or down. actives 0.19% (n = 190,000). GTP binding activity, % at 10 µM. GST-Rab2 wt beads, Bodipy-GTP binding, flow cytometry. P61105;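 active = GTP binding activity at least 20 points away from 100%, either lowered or raised; inconclusive = signal likely due to the compound's own green fluorescence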;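 also: 0% = beads with excess unlabeled GTP and 100% = no-compound control corrected for plate trend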
# Bcl-W Bim block = human Bim-Bcl-W interaction inhibition; bead-based flow cytometry, Bim peptide-Bcl-W binding; Q92843; inhibition, % at 10 µM; actives 0.02% (n = 190,000);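 also: 0% = bound tracer without compound and 100% = peptide blocker; higher means less fluorescent Bim peptide bound to Bcl-W beads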
# Target sequence (Q92843 whole entry, looked up): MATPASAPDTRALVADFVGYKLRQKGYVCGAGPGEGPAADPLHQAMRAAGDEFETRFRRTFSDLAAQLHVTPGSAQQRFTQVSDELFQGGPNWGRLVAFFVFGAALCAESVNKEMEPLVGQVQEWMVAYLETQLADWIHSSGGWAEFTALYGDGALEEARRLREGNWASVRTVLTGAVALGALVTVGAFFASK
# Bcl-XL Bim block = human Bim-Bcl-XL interaction inhibition; Q07817; Bim peptide-Bcl-XL binding, bead flow cytometry, fluorescence; inhibition, % at 10 µM; actives 0.04% (n = 190,000); AID 1007
# Target sequence (Q07817 whole entry, looked up): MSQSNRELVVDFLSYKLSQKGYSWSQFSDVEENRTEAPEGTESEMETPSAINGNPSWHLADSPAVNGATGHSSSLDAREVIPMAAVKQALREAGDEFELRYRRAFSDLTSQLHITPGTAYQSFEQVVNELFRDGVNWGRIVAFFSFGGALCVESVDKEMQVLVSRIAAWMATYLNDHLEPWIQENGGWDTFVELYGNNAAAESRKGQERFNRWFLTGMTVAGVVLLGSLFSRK
# Rac1 act GTP bind = modulators of GTP binding to human Rac1 activated mutant | P63000 | GST-Rac1 activated beads, fluorescent GTP binding, flow cytometry; actives lie on both sides; 100% means binding = to untreated wells | percent activity (GTP binding), % at 10 µM | actives 0.11% (n = 190,000) | AID 764;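 active = GTP binding at least 20 percentage points away from the 100% baseline, in either direction, so actives lie on both sides; inconclusive = Compound likely fluorescent itself, or too few beads counted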
# Cdc42 wt = changes GTP binding to wildtype human Cdc42; P60953; GST-Cdc42 beads, Bodipy-GTP binding, flow cytometry; actives lie on both sides; percent activity (GTP binding), % at 10 µM; actives 0.2% (n = 190,000); AID 761;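 active = percent activity GTP binding at least 20 points away from the 100% baseline, either down as inhibitor or up as activator; inconclusive = compound flagged as likely green fluorescent from well-wide comparison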;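 also: median bead fluorescence of bound Bodipy-FL-GTP at 100 nM; 0% = excess unlabeled GTP control and 100% = no compound control; below 100% means less GTP binding so inhibitor and above means activator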
# Target sequence (P60953 whole entry, looked up): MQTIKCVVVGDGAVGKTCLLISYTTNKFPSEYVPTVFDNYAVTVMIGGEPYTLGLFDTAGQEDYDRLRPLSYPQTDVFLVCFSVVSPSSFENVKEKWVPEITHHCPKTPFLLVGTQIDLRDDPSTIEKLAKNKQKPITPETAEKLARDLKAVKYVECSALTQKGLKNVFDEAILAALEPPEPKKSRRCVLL
# Bim-Bcl-B = disrupts Bim peptide binding to human Bcl-B; Q9HD36; bead-based flow cytometry; inhibition, % at 10 µM; actives 0.073% (n = 190,000);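 also: 0% = tracer peptide without compound and 100% = reference inhibitor peptide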
# Bcl-2 Bim block = inhibitors of Bim-Bcl-2 interaction, human | Bead-based flow cytometry, Bim peptide-Bcl-2 binding | inhibition, % at 10 µM | actives 0.06% (n = 190,000); in the data active = inhibition above about 40%; inconclusive = no clear call, values can overlap the other calls;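 also: 0% = no compound wells with probe peptide and 100% = reference peptide inhibitor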
# Target sequence (P10415 whole entry, looked up): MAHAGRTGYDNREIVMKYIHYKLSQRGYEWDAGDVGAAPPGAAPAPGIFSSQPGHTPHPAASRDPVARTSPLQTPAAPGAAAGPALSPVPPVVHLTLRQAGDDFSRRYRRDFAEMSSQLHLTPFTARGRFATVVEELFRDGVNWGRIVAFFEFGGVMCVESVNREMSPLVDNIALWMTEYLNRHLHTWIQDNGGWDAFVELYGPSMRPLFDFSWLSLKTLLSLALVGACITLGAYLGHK
# Bfl-1 Bim block = inhibitors of Bim-Bfl-1 interaction, human; inhibition, % at 10 µM; Bead-based flow cytometry, Bim-Bfl-1 binding inhibition; actives 0.12% (n = 190,000); AID 1008;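 also: 0% = wells without compound plus tracer and 100% = blocker peptide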
# Rac1 wt modul = human Rac1 wildtype GTP binding, inhibitors and activators; actives 0.27% (n = 190,000); GST-Rac1 beads, fluorescent GTP binding, flow cytometry; actives lie on both sides; 0 = cold GTP competed, 100 = untreated; GTP binding activity (% of control), % at 10 µM;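 active = GTP binding activity at least 20 points away from the 100% control level, either lower or higher; inconclusive = compound flagged as likely green fluorescent, judged across all proteins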
# Rab7 wt GTP bind = alters GTP binding to wildtype dog Rab7. GST-Rab7 beads, fluorescent GTP binding, flow cytometry; actives lie on both sides; untreated = 100%, excess cold GTP = 0%. GTP binding activity (percent of control), % at 10 µM. actives 0.055% (n = 190,000);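 active = fluorescent GTP binding to Rab7 beads changed by at least 20 points from the 100% baseline, either direction, mostly lower; inconclusive = compound itself probably fluorescent, or too few beads counted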;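 also: median green fluorescence of bound Bodipy-FL-GTP per Rab7 bead population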
# Starred values were filed as active, the others as inactive; ? = inconclusive. Rule as the data show it, unless noted: active = inhibition above about 40%.
# Letters – A = HRas wt GTP bind; B = Rab2 wt GTP; C = Bcl-W Bim block; D = Bcl-XL Bim block; E = Rac1 act GTP bind; F = Cdc42 wt; G = Bim-Bcl-B; H = Bcl-2 Bim block; I = Bfl-1 Bim block; J = Rac1 wt modul; K = Rab7 wt GTP bind
> Nc1ncn(CC(=O)c2ccccc2)n1
  A: 102; B: 105; C: 0; D: 0; E: 98; F: 104; G: 0; H: 3; I: -1; J: 108; K: 110
> C/C(=N/NC(=O)Cc1cc(=O)[nH][nH]1)c1ccc([N+](=O)[O-])cc1
  A: 97; B: 99; C: -4; D: -5; E: 97; F: 97; G: -5; H: -2; I: -2; J: 102; K: 99
> CCOc1cc(C2NC(=O)NC(C)=C2C(=O)OCc2ccccc2)ccc1O (stereo not given)
  A: 89; B: 87; C: 2; D: -9; E: 90; F: 86; G: -4; H: -9; I: -11; J: 82; K: 90
> CCn1c2ccccc2c2cc(/C=N/n3cnnc3)ccc21
  A: 98; B: 97; C: -3; D: 0; E: 97; F: 97; G: -1; H: -2; I: -2; J: 95; K: 100
> CCCC(=O)NCCCc1nc2ccccc2[nH]1
  A: 96; B: 98; C: 1; D: -5; E: 97; F: 95; G: -8; H: -6; I: -12; J: 97; K: 99
> CCOC(=O)CSc1nnc(CNC(=O)c2ccc(OC)cc2)n1Cc1ccccc1
  A: 100; B: 98; C: 5; D: 0; E: 101; F: 102; G: -5; H: -1; I: -11; J: 101; K: 96
> CC1(C)Cc2c(sc3nc[nH]c(=O)c23)CO1
  A: 96; B: 98; C: -4; D: -2; E: 95; F: 97; G: -1; H: 0; I: -6; J: 98; K: 102
> CN(C1CCCC1)C1CCN(C(=O)CNC(=O)/C=C/c2ccc(F)cc2)CC1
  A: 102; B: 103; C: -3; D: -4; E: 103; F: 106; G: -4; H: -8; I: -2; J: 107; K: 101
> CC(C)(O)C#Cc1ccc(CN2CCN(CCc3ccccc3)C(CCO)C2)s1 (stereo not given)
  A: 98; B: 98; C: -2; D: 0; E: 99; F: 101; G: 0; H: 1; I: 2; J: 102; K: 95
> CCc1c(C)c2nncn2[nH]c1=O
  A: 101; B: 98; C: 4; D: 1; E: 98; F: 99; G: 0; H: -5; I: -8; J: 106; K: 102

# The list continues:
# Letters – A = HRas wt GTP bind; B = Rab2 wt GTP; C = Bcl-W Bim block; D = Bcl-XL Bim block; E = Rac1 act GTP bind; F = Cdc42 wt; G = Bim-Bcl-B; H = Bcl-2 Bim block; I = Bfl-1 Bim block; J = Rac1 wt modul; K = Rab7 wt GTP bind
> Cc1cc(C)nc(SCC(=O)c2ccc([N+](=O)[O-])cc2)n1
  A: 102; B: 101; C: -4; D: -13; E: 100; F: 105; G: -7; H: -6; I: -9; J: 105; K: 102
> CCOc1ccc(NC(=S)N2CCC(N(C)CCN3CCOCC3)CC2)cc1
  A: 102; B: 100; C: 2; D: -3; E: 102; F: 101; G: -3; H: -1; I: -2; J: 101; K: 100
> Cc1ccc(C2NC(=O)CCC2[N+](=O)[O-])cc1 (stereo not given)
  A: 98; B: 100; C: -1; D: -5; E: 95; F: 100; G: -4; H: 2; I: 0; J: 97; K: 95
> O=C(NCCOc1nc(N2CCOCC2)nc(N2CCOCC2)n1)Nc1ccc(Cl)cc1
  A: 104; B: 102; C: 3; D: -1; E: 102; F: 105; G: -3; H: -2; I: -12; J: 110; K: 104
> Cn1c(N)c(C(=O)COC(=O)CNS(=O)(=O)c2ccc(Cl)c(Cl)c2)c(=O)n(C)c1=O
  A: 95; B: 94; C: -1; D: -4; E: 97; F: 99; G: -5; H: -4; I: 0; J: 100; K: 91
> COc1ccc(C(=O)Nc2ccc3c(c2)OCCO3)cc1
  A: 102; B: 97; C: 0; D: -3; E: 99; F: 104; G: -4; H: 0; I: 0; J: 106; K: 100
> CCOC(=O)Cc1csc(NC(=O)CSc2nnc(Cc3csc(N)n3)n2C)n1
  A: 99; B: 100; C: -1; D: -7; E: 98; F: 100; G: -7; H: -5; I: -16; J: 103; K: 101
> CC(C)CN=Cc1c(O)c([N+](=O)[O-])cc2oc3c(c12)CCCC3
  A: 97; B: 94; C: -2; D: -7; E: 94; F: 97; G: 0; H: 1; I: 0; J: 97; K: 95
> O=C(CCn1[nH]c(=O)c2ccccc2c1=O)NCCO
  A: 96; B: 95; C: 0; D: -15; E: 96; F: 96; G: -8; H: -10; I: -14; J: 92; K: 96
> CC1=C(C(=O)OCC(C)C)C(c2ccc(Br)s2)NC(=O)N1 (stereo not given)
  A: 95; B: 97; C: 0; D: -2; E: 95; F: 96; G: -3; H: -4; I: -7; J: 99; K: 92

# The results go on.
# Letters – A = HRas wt GTP bind; B = Rab2 wt GTP; C = Bcl-W Bim block; D = Bcl-XL Bim block; E = Rac1 act GTP bind; F = Cdc42 wt; G = Bim-Bcl-B; H = Bcl-2 Bim block; I = Bfl-1 Bim block; J = Rac1 wt modul; K = Rab7 wt GTP bind
> CC1(C)CC(=O)C(N=Nc2ccc(OC(F)F)cc2)=C(O)C1
  A: 95; B: 94; C: -2; D: -4; E: 95; F: 97; G: -2; H: -3; I: -13; J: 98; K: 95
> COc1ccccc1C1CC(=O)NC(C)=C1C(=O)OCC(C)C (stereo not given)
  A: 105; B: 104; C: 1; D: -4; E: 104; F: 105; G: 1; H: -3; I: -3; J: 109; K: 105
> Cc1c(CN(C)C)c2c(n1C)C(=O)c1ccc(Br)cc1-2
  A: 103; B: 102; C: -1; D: 0; E: 101; F: 105; G: -4; H: -2; I: 0; J: 106; K: 96
> O=C(CSc1nnc(Cc2ccccc2)o1)NCCN1C(=O)CSC1=O
  A: 96; B: 95; C: 3; D: -3; E: 94; F: 97; G: -4; H: -8; I: -10; J: 95; K: 93
> CC(=O)c1cccc(N(CC(=O)Nc2ccc(F)cc2F)S(C)(=O)=O)c1
  A: 94; B: 93; C: -5; D: -2; E: 94; F: 94; G: -3; H: -2; I: -3; J: 96; K: 94
> O=C(CCC(=O)Nc1ccc(Cl)cc1Cl)N/N=C/c1ccc([N+](=O)[O-])o1
  A: 98; B: 95; C: 0; D: 0; E: 94; F: 95; G: -1; H: 1; I: -3; J: 96; K: 102
> Cn1ccnc1C(=O)c1cc(SCC(=O)N2CCOCC2)nc2ccccc12
  A: 97; B: 99; C: 6; D: 0; E: 91; F: 95; G: 4; H: 2; I: 8; J: 96; K: 105
> CC(=O)c1cccc(NC(=O)CCNS(=O)(=O)c2cccc(C(C)=O)c2)c1
  A: 101; B: 103; C: 0; D: -4; E: 100; F: 101; G: -8; H: -9; I: -10; J: 106; K: 106
> CCOC(=O)/C=C1\SCC(=O)N1CC(=O)NCCOC
  A: 95; B: 95; C: 0; D: 0; E: 93; F: 95; G: -3; H: -3; I: -3; J: 96; K: 97
> O=C(Oc1cccc2ccccc12)c1ccncc1
  A: 102; B: 103; C: 0; D: -4; E: 98; F: 101; G: -5; H: 1; I: 1; J: 103; K: 98

# (next part)
# Values run as follows: HRas wt GTP bind	Rab2 wt GTP	Bcl-W Bim block	Bcl-XL Bim block	Rac1 act GTP bind	Cdc42 wt	Bim-Bcl-B	Bcl-2 Bim block	Bfl-1 Bim block	Rac1 wt modul	Rab7 wt GTP bind
- COc1cccc(C(=O)N(Cc2cc3cc(C)ccc3[nH]c2=O)C(C)C)c1
    101	102	0	-2	100	100	0	-1	0	101	102
- COC(=O)[C@H](CC(C)C)NC(=O)N1CCN(c2cccc(C(F)(F)F)c2)CC1
    101	101	-2	0	99	105	-9	-11	-11	104	103
- c1ccc2c(SCc3cn4cccnc4n3)ncnc2c1
    100	99	2	0	98	101	2	1	0	99	97
- COc1ccc(S(=O)(=O)NCC2CCCN(Cc3ccccc3C)C2)cc1 (stereo not given)
    99	100	0	0	96	98	-1	-3	0	102	103
- CCOc1ncccc1C(=O)Nc1ccc(OC)c(S(=O)(=O)N2CCCCC2)c1
    ?	?	0	0	?	?	-1	-4	-3	?	?
- Cc1cccc(CSc2nncc(=O)[nH]2)c1
    99	101	3	-4	100	99	-7	-9	-11	103	100
- Cc1cccc(NC(=S)N(c2ccccc2)C(C)C)c1C
    99	101	-5	-3	100	102	-4	-2	-3	104	95
- CCOC(=O)c1ccc(N2C(=O)c3n[nH]c(C)c3C2c2ccco2)cc1 (stereo not given)
    98	98	2	-4	99	100	-5	-5	-9	103	102
- C/C(=N\Nc1ccccc1)c1c(O)cc(C)oc1=O
    97	97	-2	-1	96	100	-2	-5	-3	99	94
- CCOc1ccc(-n2nc3c(=O)n(CCN4CCCCC4)nc(C)c3c2C)cc1
    101	99	0	-1	97	100	-3	1	0	103	106
- Nc1cc(-c2ccc(Br)cc2)[nH]n1
    97	96	-2	-2	101	98	-7	-3	1	99	93
- CCOc1ccc(CCNC(=O)c2ccc(C)c(N3CCCC3=O)c2)cc1OCC
    95	98	0	-1	94	96	0	-2	0	95	97
- CCCNC(=O)c1ccc(N(Cc2ccccc2)S(C)(=O)=O)cc1
    96	98	1	3	99	95	2	1	4	103	100
- C=CCC(C=C)[N+]1(CC(=O)OC)CCCCC1 (stereo not given)
    96	95	-3	-5	96	98	-4	-2	-3	98	99
- C=CCNC(=O)CSc1n[nH]c(-c2cc(Cl)ccc2OC)n1
    95	98	0	0	95	98	0	-3	-5	96	104
- Cc1c(Cl)cccc1NC(=S)N1CCC(C(N)=O)(N2CCCCC2)CC1
    100	99	-6	-5	100	103	-9	-2	-1	107	100
- C=CCn1c(COc2cccc3ccc(C)nc23)nnc1SCC(=O)O
    100	97	-3	-4	98	100	-4	-5	-8	102	100
- COc1cc(Br)c(CCNC(=O)Cc2ccccc2)cc1OC
    97	95	-2	-6	96	98	-7	-7	-9	100	97

# 7 successive records already listed, quoted:
# Values run as follows: HRas wt GTP bind	Rab2 wt GTP	Bcl-W Bim block	Bcl-XL Bim block	Rac1 act GTP bind	Cdc42 wt	Bim-Bcl-B	Bcl-2 Bim block	Bfl-1 Bim block	Rac1 wt modul	Rab7 wt GTP bind
- CCOc1ncccc1C(=O)Nc1ccc(OC)c(S(=O)(=O)N2CCCCC2)c1
    ?	?	0	0	?	?	-1	-4	-3	?	?
- Cc1cccc(CSc2nncc(=O)[nH]2)c1
    99	101	3	-4	100	99	-7	-9	-11	103	100
- Cc1cccc(NC(=S)N(c2ccccc2)C(C)C)c1C
    99	101	-5	-3	100	102	-4	-2	-3	104	95
- CCOC(=O)c1ccc(N2C(=O)c3n[nH]c(C)c3C2c2ccco2)cc1 (stereo not given)
    98	98	2	-4	99	100	-5	-5	-9	103	102
- C/C(=N\Nc1ccccc1)c1c(O)cc(C)oc1=O
    97	97	-2	-1	96	100	-2	-5	-3	99	94
- CCOc1ccc(-n2nc3c(=O)n(CCN4CCCCC4)nc(C)c3c2C)cc1
    101	99	0	-1	97	100	-3	1	0	103	106
- Nc1cc(-c2ccc(Br)cc2)[nH]n1
    97	96	-2	-2	101	98	-7	-3	1	99	93
